From PubChem
Htt clearance: clearance of mutant huntingtin inclusions, primary screen, imaging, HeLa Exon1htt(103Q)mCFP, confocal imaging; AID 853, 2007; aggregate imaging; zero = plate's median compound well; inhibition, % at 1.5 µM; 47,000 compounds, 0.42% hits;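 active = inhibition of aggregate fluorescence above about 70%, also judged a hit by eye on the cell image, limit read from the data, passing the limit was not always enough; inconclusive = no rule stated for this call; inactive = not judged a hit on image review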;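 note: cells exposed to compound for three days before fixation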
Htt clearance grain fraction: recorded beside Htt clearance, whose call it bears; fraction fluorescence in grains; measured here: aggregate grain fluorescence fraction; stronger effect = lower value;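 scaled fraction of total cell fluorescence in grains with unit not stated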
Numbers without * were called inactive; u = inconclusive; x = no result given. An excerpt (hit frequency here may not be typical).

Htt clearance,Htt clearance grain fraction,structure
39,23,Nc1nnc(CCCCc2cccs2)o1
-11,47,O=C(Nc1ccc(NC(=O)c2cccs2)cn1)c1ccco1
-283,142,Cc1[nH]c2ccc(OCc3ccccc3)cc2c1CCN1C(=O)OC(C)(C)C1(C)O (stereo not drawn)
-9,42,CCOC(=O)C1CCN(C(=O)C(=O)N2CCC(C(=O)OCC)CC2)CC1
11,31,CCc1ccccc1NC(=O)CSc1nnc([C@@H]2CCCN2C(=O)OC(C)(C)C)o1
9,42,CC(=O)C1=C(O)C(=O)N(Cc2ccco2)C1c1ccc2c(c1)OCO2 (stereo not drawn)
6,35,CC1=CC(C)(C)Nc2ccc(OC(=O)c3cccnc3)cc21
14,18,O=C1CC(N2CCN(c3nc4ccccc4s3)CC2)C(=O)N1Cc1cccs1 (stereo not drawn)
18,31,CC(C)N(CC#CCC1(O)c2ccccc2-c2ccccc21)CCO
-25,21,CC1CCN(c2nc3c(c(=O)n(C)c(=O)n3C)n2CCSc2nc3ccccc3o2)CC1
24,18,CC12Cc3ccc4ccccc4c3C=C1C[N+](C)(C)C2 (stereo not drawn)
5,32,O=C(NCCCN1CCOCC1)C1(c2ccccc2)CCOCC1
22,38,CCOc1ccccc1CNS(=O)(=O)c1ccc2c(c1)oc(=O)n2C
-15,40,O=C1NC(c2ccccn2)Nc2sc3c(c21)CCC3 (stereo not drawn)
-16,24,CCCC(=O)Nc1ccc(-c2nc3cc(C)c(C)cc3o2)c(O)c1
2,43,CCOC(=O)c1[nH]c2ccccc2c1NC(=O)c1ccco1
-45,49,CCN(C1CCCCC1)S(=O)(=O)c1cn(C)c(=O)n(C)c1=O
-13,44,CCc1cc2c(SCC(=O)C(C#N)=C3N(C)c4ccccc4N3C)ncnc2s1
38,14,O=C(CCC(=O)OCC(=O)c1ccc(Br)cc1)NC1CCCCC1
-64,34,O=C1C2=C(SCCS2)C(=O)N1CCCO
-6,39,Cc1cccc(-n2ccnc2SCC(=O)Nc2cc(C)on2)c1
u,x,N#CC1=C(N)NC(SCC(=O)Nc2ccccc2)=C(C#N)C12CCCCC2
28,14,CCOCCn1cnc2sc(C(=O)Nc3nc(C)c(C(=O)OCC)s3)c(C)c2c1=O
-12,20,COc1ccc(-n2c(COc3ccccc3)nnc2SCc2ccc(C#N)cc2)cc1
7,19,O=C(Nc1cccc(C(F)(F)F)c1)c1cccnc1N1CCCC1
59,15,Cc1ccc(C=Nc2ccc(N(C)C)cc2)o1
-7,22,Cc1ccccc1N1C(=O)N(c2cccc(C(F)(F)F)c2)C2CS(=O)(=O)CC21 (stereo not drawn)
-192,114,Nc1[nH]c(=S)[nH]c(=O)c1-c1ccccc1
26,28,COc1cccc(-c2nnc(NC(=O)c3ccc(S(=O)(=O)N4CCOCC4)cc3)o2)c1
36,25,O=C(N/N=C\c1ccc(F)cc1)c1cc(OCC(F)(F)F)ccc1OCC(F)(F)F
38,13,O=C(CCSc1ccccc1)NCCN1CCOCC1
48,11,CN(C)S(=O)(=O)c1cccc(C(=O)N(Cc2ccc(F)cc2)Cc2ccco2)c1
-31,55,CCN(CC)c1nc(OC)nc(-n2nnc(C(C)=O)c2C)n1
22,28,CS(=O)(=O)c1nc(-c2ccccc2)cc(-c2ccccc2)c1C#N
-25,22,Cc1cc(NC(=O)c2ccc3c(c2)C(=O)N(CCC(C)C)C3=O)no1
-11,22,O=C(Nc1ccon1)C(Sc1ccccc1)c1ccccc1 (stereo not drawn)
25,14,COc1ccc(OCCCON2C(=O)c3ccccc3C2=O)cc1
34,22,CCOC(=O)C(NC(C)=O)(Nc1ccc(S(=O)(=O)Nc2cc(C)nc(C)n2)cc1)C(F)(F)F (stereo not drawn)
25,14,Nc1ncnc2c1ncn2C1CCC(CO)C(O)C1 (stereo not drawn)
34,12,O=C(CSc1nc(-c2ccco2)cc(C(F)(F)F)n1)Nc1ccc2c(c1)OCO2
54,8.8,O=C(CN1CCN(c2ccccc2)CC1)Nc1nccs1
26,26,Oc1ccc(CNc2ccc(F)cc2)c2cccnc12
-20,41,Clc1ccccc1Nc1ncnc2c1nnn2Cc1ccccc1
24,30,COc1ccc(OCc2nc(N)nc(Nc3ccc(C)cc3)n2)cc1
15,33,Cc1cc(N2CCN(c3ccccc3Cl)CC2)n2cc(-c3ccccc3)nc2n1
76*,4.7*,COC(=O)c1ccccc1NC(=O)c1cnn2c(C(F)F)cc(C3CC3)nc12
0,24,C=C1CSc2nc3ccccc3c(=O)n21
24,16,Cc1ccccc1NC(=S)Nc1cccc([N+](=O)[O-])c1
u,x,O=C(CSc1nc2c([nH]c3ccccc32)c(=O)n1-c1ccc(F)cc1)NCc1ccco1
10,18,Fc1ccc(-c2nn3c(C4COc5ccccc5O4)nnc3s2)cc1 (stereo not drawn)
0,18,CC1OC23CCCCC2C(C#N)(C(=N)O3)C1(C#N)C#N (stereo not drawn)
-8,22,Cc1cc(C)cc(-c2nnc(SCC(=O)NCc3cccs3)o2)c1
11,18,Cc1cc(NC(=O)c2cnn3cccnc23)n(-c2ccccc2)n1
10,36,c1ccc2c(c1)[nH]c1c(N3CCSCC3)ncnc12
6,37,Brc1ccc(-c2nnc3c4ccccc4nc(N4CCOCC4)n23)cc1
9,18,Cc1cc(OCC(=O)Nc2ccc(S(=O)(=O)N3CCN(C)CC3)cc2)cc(C)c1Cl
-3,20,Cc1ccc2c(c1)N(CC(=O)c1cccc(Cl)c1)C(=O)C(C)O2 (stereo not drawn)
4,39,CCc1c(C)sc(NC(=O)c2cc(-c3ccco3)on2)c1C#N
27,28,CCC1(C)Cc2ccccc2-c2nc(NCCO)[nH]c(=O)c21 (stereo not drawn)
-9,43,O=C(Cn1c(=O)n(Cc2ccco2)c(=O)c2ccccc21)NCC1CCCO1 (stereo not drawn)

More structures follow.
Htt clearance,Htt clearance grain fraction,structure
-20,23,COc1ccc(F)cc1S(=O)(=O)N1CC(C)CC(C)C1 (stereo not drawn)
20,27,O=C(Cn1cccc1)Nc1ccc(OC(F)(F)F)cc1
-22,53,CCOC(=O)C1=C(C)N=c2s/c(=C\C(=O)OC)c(=O)n2C1c1ccc(OC)cc1 (stereo not drawn)
23,15,COc1ccc2[nH]c(=O)c(CN(C(=O)c3cccnc3)c3ccccc3OC)cc2c1
11,18,CCc1cc(=O)oc2cc(C)cc(OC(C)C(=O)O)c12 (stereo not drawn)
7,35,Cc1c(C#N)c2ccccc2n1CC(=O)NCC1CCCO1 (stereo not drawn)
22,17,Cc1ccc2c(c1)N(C(=O)CSc1nncn1C)C(C)(C)c1ssc(=S)c1-2
30,13,Cc1ccc(C(=O)O)cc1S(=O)(=O)N1CCC(C(=O)O)CC1
-35,43,CCOC(=O)CC(/C(C)=N\O)c1ccccc1 (stereo not drawn)
40,23,Cc1ccccc1NCc1ccccc1O
56,9.1,O=C(CSc1nnc(-c2cnccn2)n1Cc1ccco1)Nc1ccc(Br)cc1
13,34,Cc1nc(CC(=O)Nc2nc(C(C)(C)C)cs2)cs1
54,9.4,Cc1cc(C)nc(-n2nc(C)c(C3(O)C(=O)Nc4ccc(F)cc43)c2N)n1 (stereo not drawn)
-6,19,CC(NC(=O)C1CCN(c2nnc(-n3cccc3)s2)CC1)C12CC3CC(CC(C3)C1)C2 (stereo not drawn)
-10,23,O=C(Nc1ccc(Oc2ccccc2)cc1)c1ccco1
-54,32,CC(=O)OCCNC(=O)c1cccnc1
-31,47,Cc1ccccc1-n1ncc2c([N+](=O)[O-])cc([N+](=O)[O-])cc21
29,24,CC(=O)N1c2ccccc2C(=O)OC1c1cccnc1 (stereo not drawn)
-91,73,Cc1oc2cc(O)cc(O)c2c(=O)c1-c1ccc2c(c1)OCCCO2
-2,35,COc1nc(N(C#N)CC(N)=O)nc(N2CCCC2)n1
-5,51,CCOC(=O)c1[nH]c(C)c(C(=O)Nc2ccc(C)c(C)c2)c1C
-28,25,Cc1cc(C)c2c(CC(=O)NCc3ccco3)coc2c1
-6,21,O=C(c1ccccc1)c1cncc(Br)c1
-28,63,CC(=O)c1ccc(OCC(O)CN2CCCC(C)C2)cc1 (stereo not drawn)
25,16,Nc1nnc(SCc2coc(-c3ccc(Cl)cc3)n2)s1
-13,39,CCOC(=O)c1cccc(NC(=O)CCc2c(C)nc3ncnn3c2C)c1
-152,78,COc1ccc(Cl)cc1N1CC(c2nc3ccccc3[nH]2)CC1=O (stereo not drawn)
-196,133,COc1ccc(Br)cc1C1CC(=O)N2CN(Cc3ccccc3)CSC2=C1C#N (stereo not drawn)
-13,34,COC(=O)c1[nH]c2ccc(C)cc2c1NC(=O)C(C)N1CCN(C2CCCCC2)CC1 (stereo not drawn)
-14,24,CCC1=NC(c2ccc(OC)cc2)N(O)C1(C)C (stereo not drawn)
3,35,COc1cc(C(=O)NCCC(=O)NCCCN2CCCCC2C)cc(OC)c1OC (stereo not drawn)
-24,24,O=C(CN(Cc1cccs1)C(=O)CSc1nnc(COc2ccccc2)o1)NC1CCCCC1
48,19,O=C(NCCCN1CCN(Cc2ccccc2)CC1)c1nnc(Cc2c(F)cccc2Cl)o1
5,19,COC(=O)C1=CNC=C(C(=O)OC)C1c1ccc(Cl)cc1
-4,39,CC(OC(=O)CN(C)S(=O)(=O)c1ccc(Cl)cc1)C(=O)Nc1ncc(Cl)cc1Cl (stereo not drawn)
-140,46,O=C(OCC(=O)c1ccc[nH]1)c1ccc(S(=O)(=O)N2CCCCC2)cc1
-42,52,CCOC(=O)C1CCN(C(=O)CSc2nnc(-c3ccco3)n2-c2ccccc2)CC1
43,21,O=C(Nc1ncc2c(n1)-c1ccccc1OC2)c1ccccc1Cl
-52,58,COc1cccc(NC(=O)Cc2nnc(SCC(=O)NC(C)c3ccccc3)n2C)c1 (stereo not drawn)
52,9.7,CCOC(=O)c1cccc(Nc2ncnc3ccccc23)c1
8,16,On1c2c(c3c4nonc4ccc31)CCCC2
-30,52,c1csc(CNCCCN2CCOCC2)c1
29,15,COc1ccc(NC(=O)NCc2cccn2C)c(OC)c1
-78,59,O=C(Nn1c(-c2ccccc2)nc2ccccc2c1=O)C1CCC1
5,16,Cc1cccn2cc(CNC(=O)C3CCCCC3)nc12
-57,62,C[n+]1cc(-c2ccccc2)n2c1CCCCC2
-5,22,CCCC(=O)Nc1cc(Cl)ccc1N1CCN(C(=O)CC)CC1
-5,18,CC(Oc1ccc2oc(-c3ccccc3)c(C(=O)O)c2c1)C(=O)O (stereo not drawn)
9,39,CC(C)N1C(=O)CCC1C(=O)N1CCCc2ccccc21 (stereo not drawn)
-10,37,COc1ccc(N=C2SC(C(=O)Nc3ccc4c(c3)OCO4)CC(=O)N2C)cc1 (stereo not drawn)
26,14,CC(=O)c1cccc(NC(=O)c2ccc(S(=O)(=O)N3CCCCC3)cc2)c1
44,12,CCCS(=O)(=O)N1CCCC(C(=O)NCCCN(CC)c2cccc(C)c2)C1 (stereo not drawn)
-20,46,O=C(COC(=O)c1c2c(nc3ccccc13)CCCC2)c1cccs1
20,13,O=C(Nc1ccc(CN2CCCCC2)cc1)c1ccc(Br)o1
33,13,O=C(c1ccccc1)c1c[nH]c2cc3c(cc2c1=O)OCO3
18,25,CN(CC(=O)O/N=C(\N)c1ccccn1)S(=O)(=O)c1cc(Cl)ccc1Cl
-33,27,Cc1ccc(CNC(=O)c2cnc(-c3ccccn3)nc2C(F)(F)F)cc1
